RORg inh: ROR gamma (mouse) transcription inhibition. P51450. Drosophila S2 Gal4-RORgamma UAS-luciferase reporter, 20 h. Potency, µM (top dose mostly 53.6 µM), for the others: at the top dose activity change, negative = inhibition, most hits filed as inhibitors. 310,000 tested, 5.4% active; further: on the % scale 0 is the no-effect control and ±100 the full control effect; nearly all actives have a fitted effect of over 60% in size
Target sequence (P51450 whole entry, looked up, the tested form may be a part): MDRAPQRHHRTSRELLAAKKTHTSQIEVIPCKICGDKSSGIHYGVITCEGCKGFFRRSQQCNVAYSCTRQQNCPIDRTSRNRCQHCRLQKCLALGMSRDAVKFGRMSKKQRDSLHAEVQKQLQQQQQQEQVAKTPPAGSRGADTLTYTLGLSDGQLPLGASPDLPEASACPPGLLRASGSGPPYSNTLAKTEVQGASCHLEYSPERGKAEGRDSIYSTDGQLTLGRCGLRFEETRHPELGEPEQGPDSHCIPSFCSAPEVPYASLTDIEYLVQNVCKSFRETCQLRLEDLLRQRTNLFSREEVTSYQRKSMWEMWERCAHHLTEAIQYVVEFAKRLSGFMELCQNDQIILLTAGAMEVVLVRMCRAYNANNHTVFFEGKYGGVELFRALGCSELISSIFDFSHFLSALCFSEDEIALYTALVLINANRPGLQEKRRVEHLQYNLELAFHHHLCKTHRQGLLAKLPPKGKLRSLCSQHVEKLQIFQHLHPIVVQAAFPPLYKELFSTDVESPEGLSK
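A Gal4/UAS one-hybrid system in insect cells: metallothionein-promoter Gal4–ROR gamma fusion plus Photinus luciferase reporter. Copper sulfate 700 uM final, 20 hr ambient incubation, luminescent detection after 10 min with reagent.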
FLuc modulator: firefly luciferase modulation, counter-screen for miR-21 project | P08659 | purified FLuc, Km substrates, luminescence inhibition | Potency, µM (titrated, usually from 57.5 µM), inactives show at the highest dose activity change, negative = inhibition, hits mostly inhibitors | 360,000 tested, 6.9% active | AID 588342;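 further: plate controls were vehicle for no effect and reference inhibitor for full effect; nearly all actives have a fitted effect of over 55% in size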
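Purified P. pyralis luciferase, 10 nM final, with Km-level 10 uM D-luciferin and 10 uM ATP in 50 mM Tris acetate pH 7.5, 10 mM Mg acetate, 0.01% Tween-20, 0.05% BSA; 6-point qHTS titration about 60 µM downward; luminescence read.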
uPA surface inh: inhibitors of cell surface uPA generation. cell surface uPA generation assay, qHTS. Potency, µM (doses to about 38.3 µM), without a hit: at the top dose activity change, negative = inhibition, actives largely listed as inhibitors. 330,000 tested, 0.31% active; active means well fitted inhibition curve with a large enough effect; inconclusive means small, poorly fitted or top-dose-only effect; inactive means no such curve, though single readings can be large or run the other way; tested in mouse RAW 264.7 cells; further: on the % scale 0 is the no-effect control and ±100 the full control effect; nearly all actives have a fitted effect of over 55% in size
BRCA1 expr act: BRCA1 expression activation | MCF7-BRCA1-FFLuc reporter, luminescence, 48 h; response scale: scaled: vehicle 0%, 10 µM genistein 100% | Potency, µM (series often up to 46.1 µM), for the others: at the top dose activation, actives largely listed as activators | 380,000 tested, 1.1% active; further: nearly all actives have a fitted effect of over 80% in size; some results filed as inactive show a strong effect at the top dose
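48 h compound treatment of MCF7-BRCA1-FFLuc cells (phenol-red free MEM, 37 °C), then 15 min with luciferase substrate and luminescence imaging.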
NPC1 promoter act: NPC1 promoter activation; Huh7 NPC1 promoter luciferase reporter, 24 h; 320,000 tested, 2.4% active; Potency, µM (highest dose often 9.22 µM), inactives show at the top dose activation, most hits filed as activators;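 further: % of control where 0% means no effect; nearly all actives have a fitted effect of over 60% in size; reporter is driven by a mutant NPC1 promoter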
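Cells: Huh7 expressing luciferase under the NPC1 promoter, 1500/well. Seeded 2 h, compound added, incubated 24 h at 37 °C. Luciferase reagent, 10 min ambient, then luminescence.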
Gal4-VP16 FLuc: inhibits Gal4-VP16 luciferase reporter, ROR gamma counter-screen; Potency, µM (series often up to 53.6 µM), for the others: top-dose activity, negative = inhibition, most hits filed as inhibitors; Drosophila S2 Gal4-VP16 UAS-luciferase, luminescence, 20 h; AID 2546; 310,000 tested, 3.5% active;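 further: Gal4-VP16 expression switched on by copper sulfate through the metallothionein promoter; on the % scale 0 is the no-effect control and ±100 the full control effect; nearly all actives have a fitted effect of over 50% in size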
Rab9 prom act: activators of Rab9 promoter; Huh7 Rab9 promoter-luciferase reporter, luminescence, 24 h; Potency, µM (doses to about 9.22 µM), for inactives: at the highest dose activation, negative = inhibition, actives largely listed as activators; 320,000 tested, 2.8% active; further: % of control where 0% means no effect; nearly all actives have a fitted effect of over 60% in size
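Measured in stably transfected Huh7 cells bearing a Rab9 promoter–luciferase construct: 24 h compound treatment at 37 °C, followed by luminescence detection.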
p53 reactivator: mutant p53 re-activation in reporter cells. 320,000 tested, 0.063% active. AID 504706. Potency, µM (top dose mostly 92.2 µM), inactives show at the top dose activity change, positive = activation, most hits filed as activators. H1299 p53-A138V BP100-luciferase reporter, luminescence, 24 h; further: % of control where 0% means no effect; nearly all actives have a fitted effect of over 45% in size
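H1299 (p53-null), stable ts p53-A138V + BP100-Luc; 1000 cells/well, Opti-MEM/10% FBS; cpd 4 pt, 1:5; 24 h, 37 deg C, 5% CO2; detection reagent 10 min RT; luminescence.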
MBNL1 CUG block: blocks human MBNL1 binding to CUG repeat RNA | Q9NR56 | TR-FRET MBNL1-His/biotin-(CUG)12 binding, 665/545 ratio | Potency, µM (top dose mostly 57.5 µM), for inactives: at the highest dose activity change, negative = inhibition, hits mostly inhibitors | 280,000 tested, 0.036% active | AID 2675; active means well fitted inhibition curve with a large enough effect in the signal ratio, with a control signal flat, not every such curve was filed as active; inconclusive means small, poorly fitted or top-dose-only effect, or effect the other way, or a change in a side signal; inactive means no such curve, though single readings can be large or run the other way; the % refers to the signal ratio; further: on the % scale 0 is the no-effect control and ±100 the full control effect
Target sequence (Q9NR56 whole entry, looked up): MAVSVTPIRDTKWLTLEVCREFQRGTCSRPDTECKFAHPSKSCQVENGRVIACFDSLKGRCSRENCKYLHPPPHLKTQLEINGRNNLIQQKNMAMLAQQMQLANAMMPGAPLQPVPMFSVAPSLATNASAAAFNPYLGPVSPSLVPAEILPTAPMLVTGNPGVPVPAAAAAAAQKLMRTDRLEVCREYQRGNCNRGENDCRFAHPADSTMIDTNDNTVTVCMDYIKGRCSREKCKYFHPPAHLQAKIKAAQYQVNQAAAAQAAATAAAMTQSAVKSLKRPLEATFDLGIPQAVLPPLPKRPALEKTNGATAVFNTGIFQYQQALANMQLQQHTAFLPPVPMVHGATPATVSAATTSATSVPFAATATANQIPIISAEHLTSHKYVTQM
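MBNL1-His + Biotin-(CUG)12, cpd titration 92 nM–58 uM; Tb anti-His Ab 0.055 ng/ul, SA-XL665 5 nM (final); 60 min RT; ratiometric 665/545 nm, Ex 340 nm; normalized to buffer and full-complex controls.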
ELG1 genotox: induces genotoxicity in HEK293T cells with luciferase-tagged ELG1; HEK293T ELG1-luciferase reporter, luminescence, 16 h; Potency, µM (series often up to 46 µM), without a hit: at the top dose activity change, positive = activation, hits mostly activators; 330,000 tested, 1.3% active; AID 504466; further: % of control where 0% means no effect; nearly all actives have a fitted effect of over 60% in size
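Quantitative HTS format in 1536-well plates. HEK293T ELG1-luciferase reporter cells receive test compound and are incubated 16 hr at 37 °C, 5% CO2; ONE-Glo added, 30 min room temperature, then luminescence read.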
Numbers without * were called inactive; ? = inconclusive; nt = not tested or not shown; & = joins results of further samples; [ ] = remark or other dose. Unless noted, the call rests on the fitted dose curve; in most records, active means well fitted curve in the direction sought with a large enough effect; inconclusive means small, poorly fitted or top-dose-only effect, or another doubt; inactive means no such curve, though single readings can be large; an effect the other way counts as inactive or inconclusive. Potency means the concentration at half of the fitted maximal effect. Random draw from the library, and some 13% of all compounds hit somewhere here.

SMILES | RORg inh | FLuc modulator | uPA surface inh | BRCA1 expr act | NPC1 promoter act | Gal4-VP16 FLuc | Rab9 prom act | p53 reactivator | MBNL1 CUG block | ELG1 genotox
Cc1ccnc(NS(=O)(=O)c2ccc(NS(=O)(=O)c3cccs3)cc2)n1 | -15% | 1% | 1% | 5% | 0% | -13% | -2% | 11% | -5% | 1%
CC(C)Cn1c(SCC(=O)c2ccc(Cl)s2)nnc1-c1ccco1 | 55% | ? | 3% | 0% | 0% | -2% | -3% | -2% | ? | 0%
Cc1ccc(S(=O)(=O)N2CCC(=O)N(C(CO)C(C)C)CC2)cc1 (stereo not given) | -22% | 1% | -5% | -9% | -2% | -14% | -6% | -2% | -14% | 0%
CC(C)n1ncc(C(N)=O)c1N | 10% | 0% | 0% | -14% | -3% | 0% | -1% | 2% | 5% | -3%
O=C(CNC(=O)c1ccccn1)N/N=C/c1ccc2c(c1)OCO2 | 41% | ? | 8% | 58% | 2% | -6% | -6% | 0% | 0% | -11%
COc1ccc(CNC(=O)C2CCC(CNc3c(N4CCOCC4)c(=O)c3=O)CC2)cc1 (stereo not given) | 27% | 0% | 4%&-3% | -12%&2% | -1% | -11% | -5% | 1% | -4% | -3%
CCOc1ccc(CCNC(=O)CN2CCN(Cc3ccc(F)cc3)C2=O)cc1OCC | -2% | 1% | -4% | -16% | -3% | 12% | 0% | -1% | 2% | -13%
CCCN1C=CC(=C2C(=O)c3ccccc3C2=O)C=C1 | 1.1µM* | 0.067µM* | nt | -100%[inhibitor] | 3.2e-05µM* | 0.25µM* | 0.0003µM* | -16% | ? | -7%
CCN1CCN(C(=O)CSc2nc(N)cc(N)n2)CC1 | 9% | 0% | -2% | -2% | 0% | -5% | -1% | -2% | -5% | 0%
CCOC(=O)C1CCN(C2=C(NS(=O)(=O)c3ccc(Br)cc3)C(=O)c3ccccc3C2=O)CC1 | -4% | -2% | -81% | -18% | -2% | 0% | 4% | 9% | ? | -3%
COC(=O)C1=NNC2(c3ccc(Cl)cc3)C(=O)N(c3ccc(Cl)cc3)C(=O)C12 (stereo not given) | 1% | -3% | 1% | -8% | 1% | 2% | 0% | 1% | 5% | -1%
O=Cc1cccn1-c1ccc(O)cc1 | ? | ? | 1% | -6% | -6% | -13% | -4% | -3% | -5% | 0%
CC(=O)c1cccc(S(=O)(=O)Nc2cccc(S(=O)(=O)NC3=NCCC3)c2)c1 | 28% | -1% | -2% | -10% | 0% | -8% | -2% | -2% | -5% | -1%
COc1cc(NC2c3ncccc3C(=O)N2Cc2ccco2)cc(OC)c1 (stereo not given) | 28% | 1% | nt | -9% | -2% | 1% | 9% | -5% | ? | -3%
O=C(CSc1nc2ccccc2n1CC(=O)N1CCCCC1)N1CCCCC1 | 1% | 1% | -2% | -12% | -1% | 1% | -2% | -2% | -13% | -1%
COc1ccc(-c2nc(=S)c3ccc4ccccc4c3[nH]2)cc1 | 5.6µM* | 0% | 4% | -58% | 0% | ? | 4% | 5% | 4% | 2%
O=C(CN(c1ccc2c(c1)OCCO2)S(=O)(=O)c1ccccc1)NCc1ccc(Cl)cc1 | 52% | 3% | 23% | -32% | -4% | -4% | -6% | 0% | -6% | -11%
CCOC(=O)c1ccc(N(C(=O)c2ccco2)C(C(=O)NC2CCCC2)c2ccncc2)cc1 (stereo not given) | 10% | -1% | 1% | 11% | -1% | -17% | 6% | 0% | -3% | -26%
Cc1ccccc1C(=O)NC1CCN(Cc2nnnn2Cc2ccccc2)CC1 | 4%[0.365 µM] | 0% | 4% | 2% | -1% | nt | 0% | -5% | -9% | 1%
COc1nccnc1NS(=O)(=O)c1ccc(NC(=O)c2ccccc2Br)cc1 | 1% | 1% | 2% | -9% | 0% | -6% | -5% | -13% | 6% | 1%

Sorted by heavy-atom count (descending): 3 of the compounds above
SMILES | RORg inh | FLuc modulator | uPA surface inh | BRCA1 expr act | NPC1 promoter act | Gal4-VP16 FLuc | Rab9 prom act | p53 reactivator | MBNL1 CUG block | ELG1 genotox
O=C(CN(c1ccc2c(c1)OCCO2)S(=O)(=O)c1ccccc1)NCc1ccc(Cl)cc1 | 52% | 3% | 23% | -32% | -4% | -4% | -6% | 0% | -6% | -11%
COC(=O)C1=NNC2(c3ccc(Cl)cc3)C(=O)N(c3ccc(Cl)cc3)C(=O)C12 (stereo not given) | 1% | -3% | 1% | -8% | 1% | 2% | 0% | 1% | 5% | -1%
COc1ccc(-c2nc(=S)c3ccc4ccccc4c3[nH]2)cc1 | 5.6µM* | 0% | 4% | -58% | 0% | ? | 4% | 5% | 4% | 2%

Remaining list, next part:
SMILES | RORg inh | FLuc modulator | uPA surface inh | BRCA1 expr act | NPC1 promoter act | Gal4-VP16 FLuc | Rab9 prom act | p53 reactivator | MBNL1 CUG block | ELG1 genotox
Cc1[nH]c2ccccc2c1N=Nc1c(C)n(C)n(-c2ccccc2)c1=O | 29% | -14% | -1% | -18% | -1% | -6% | -1% | -3% | 25% | -10%
CCOc1ccc(N/C(C)=C/C(=O)c2ccc(C)o2)cc1 | 17% | 6µM* | -3% | 8%[1.84 µM] | ? | ? | ? | ? | 3% | ?
O=C(Nc1nccs1)NC(C(F)(F)F)C(F)(F)F | -10% | -1% | 1% | -3% | 0% | 2% | 0% | 0% | -10% | -9%
Cc1ccc2[nH]cc(C(=O)NCc3cccs3)c(=O)c2c1 | ? | -13% | -3% | -9% | -7% | -4% | -2% | 5% | -11% | -3%
COc1ccc(C(=O)CN2C(=O)NC3(CCCc4ccccc43)C2=O)cc1 (stereo not given) | nt | 2% | 7% | 9% | -2% | nt | -1% | -8% | nt | 2%
CCOC(=O)c1cc2cc(-c3c(C(=O)OCC)oc4cc(O)cc(O)c4c3=O)ccc2o1 | ? | ? | nt | -45% | 2% | ? | -10% | 3% | 13% | -10%
CCOC(=O)c1cnc2c(Cl)cc(Cl)cc2c1NCCOCCO | -30% | 0% | -17% | -2% | -1% | -4% | -6% | -20% | ? | -4%
COc1ccccc1S(=O)(=O)Cc1ccc(C(=O)NCC2CCCO2)o1 (stereo not given) | -6% | 1% | 5% | -16% | -4% | -3% | 1% | -2% | -16% | 2%
COc1cc(/C=C/C(=O)OCC(=O)Nc2cccc(F)c2)ccc1O | nt | nt | -5% | -10% | nt | nt | nt | 5% | nt | 1%
CCOc1cc(C(=O)OCC(=O)Nc2cc(C)on2)ccc1OCC(C)C | ? | 0% | 7% | -2% | -3% | -8% | -2% | 26% | 4% | 4%

Entries shown so far with two or more sulfur atoms:
SMILES | RORg inh | FLuc modulator | uPA surface inh | BRCA1 expr act | NPC1 promoter act | Gal4-VP16 FLuc | Rab9 prom act | p53 reactivator | MBNL1 CUG block | ELG1 genotox
Cc1ccnc(NS(=O)(=O)c2ccc(NS(=O)(=O)c3cccs3)cc2)n1 | -15% | 1% | 1% | 5% | 0% | -13% | -2% | 11% | -5% | 1%
CC(C)Cn1c(SCC(=O)c2ccc(Cl)s2)nnc1-c1ccco1 | 55% | ? | 3% | 0% | 0% | -2% | -3% | -2% | ? | 0%
CC(=O)c1cccc(S(=O)(=O)Nc2cccc(S(=O)(=O)NC3=NCCC3)c2)c1 | 28% | -1% | -2% | -10% | 0% | -8% | -2% | -2% | -5% | -1%

Further entries follow:
SMILES | RORg inh | FLuc modulator | uPA surface inh | BRCA1 expr act | NPC1 promoter act | Gal4-VP16 FLuc | Rab9 prom act | p53 reactivator | MBNL1 CUG block | ELG1 genotox
CC(=O)NC(CSC(CC(=O)c1ccco1)c1ccc(C)cc1)C(=O)O (stereo not given) | ? | 4.3µM* | ? | 32% | 12% | ? | ? | 5% | -2% | ?
Cn1c(Cn2c(=O)sc3ccccc32)nnc1SCc1cccc(F)c1 | -16% | 0% | -2% | 16% | 4% | -2% | 1% | -13% | 0% | 5%
Cn1c(SCc2ccccc2)nnc1-c1c[nH]c2ccccc12 | 63% | 17µM* | 0% | 11µM* | ? | ? | ? | 7% | -2% | 15µM*
CC12CCC3c4ccc(O)cc4CCC3C1CCC2=O (stereo not given) | -25% | 4% | ? | 0% | -1% | 0% | 0% | -5% | nt | ?
COC(C[C@@H](O)C[C@H](O)[C@@H](C)OCc1ccccc1)OC | 13% | 0% | 0% | 0% | -5% | -8% | -7% | -2% | 1% | 0%
Nc1c(Cl)cc(S(N)(=O)=O)cc1S(N)(=O)=O | 1% | 1% | 7% | -2% | 1% | 0% | -1% | 1% | nt | 0%
CCc1ccc(NC(=O)CN2C(=O)C(=O)N(Cc3ccccc3)C2=O)cc1 | 44% | -20% | nt | nt | 3% | 2% | -1% | -2% | -6% | 0%
N#Cc1ccc(OCC(=O)N/N=C/C2CC=CCC2)cc1 (stereo not given) | 2% | 3% | 5% | -16% | -3% | -2% | -2% | 0% | -4% | 4%
O=S(=O)(c1cccc(-c2cn3cccnc3n2)c1)N1CCCCCC1 | 20% | 2% | 4% | -12% | 0% | -6% | 8% | 1% | 13% | -19%
CCOC(=O)C1CCN(C(=O)COc2ccc(N(C)S(=O)(=O)c3ccc(C)cc3)cc2)CC1 | 5% | -1% | -1% | 21% | -3% | 0% | -3% | 2% | 2% | -4%
COc1ccc(OC)c(NC(=O)C2CCN(S(=O)(=O)c3cccs3)CC2)c1 | 0% | 2% | nt | 6% | -2% | 7% | 1% | 0% | 1% | 1%
